sEH activator – increases human soluble epoxide hydrolase activity; purified human sEH enzymatic activity, activator screen; activation, % at 2 µM; actives 0.04% (n = 91,000); AID 717; P34913; in the data active means activation above about 37%; further: values of inactives mirror those of a sister screen read the other way
Target sequence (P34913 whole entry, looked up): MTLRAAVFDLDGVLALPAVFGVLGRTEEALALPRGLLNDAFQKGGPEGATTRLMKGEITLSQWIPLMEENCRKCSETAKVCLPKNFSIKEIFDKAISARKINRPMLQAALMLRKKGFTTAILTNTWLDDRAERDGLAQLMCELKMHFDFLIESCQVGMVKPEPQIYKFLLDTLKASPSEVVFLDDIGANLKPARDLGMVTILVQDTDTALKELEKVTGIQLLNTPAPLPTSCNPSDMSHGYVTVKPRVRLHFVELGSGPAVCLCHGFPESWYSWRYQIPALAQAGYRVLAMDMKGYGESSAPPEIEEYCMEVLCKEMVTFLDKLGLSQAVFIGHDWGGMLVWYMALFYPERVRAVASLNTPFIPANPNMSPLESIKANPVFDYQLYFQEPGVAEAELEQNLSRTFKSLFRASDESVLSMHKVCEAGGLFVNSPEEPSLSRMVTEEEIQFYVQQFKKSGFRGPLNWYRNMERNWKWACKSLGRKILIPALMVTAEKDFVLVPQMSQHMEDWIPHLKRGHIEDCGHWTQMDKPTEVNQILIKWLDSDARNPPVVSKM
The depositor's hits bear a star. A portion of the library, so the mix of outcomes need not match the whole.

canonical_smiles	sEH activator
O=C1CCCN1CCCNS(=O)(=O)c1ccc(Cl)c(C(=O)N2CCOCC2)c1	1
O=C(Nc1cccn2ncnc12)c1ccc(Cl)cc1Cl	-10
CCC(c1nnnn1CCOC)N1CCN(C(=O)c2ccco2)CC1 (configuration not stated)	15
Nn1c(SCC(=O)NCCC2=CCCCC2)nnc1C(F)(F)F	1
O=C(Cn1c(=O)sc2ccccc21)NCc1ccccn1	3
CCOC(=O)c1cnn(-c2nc(-c3ccccc3)cs2)c1C(F)(F)F	8
COc1ccc(/C=N/NS(=O)(=O)c2ccc(C)cc2)cc1OC(=O)c1ccccc1	2
Cc1ccc(N2CCN(/N=C/c3sccc3C)CC2)cc1	-2
Cc1ncc(N=Nc2ccccc2)c(-c2ccccc2)n1	12
COc1cccc(OC)c1C(=O)OCC(=O)Nc1ccc(OC(F)(F)F)cc1	-2
O=C(NC(=S)Nc1ccccc1Cl)c1csnn1	8
COc1cc(NC(=O)c2c(F)cccc2F)nc(OC)n1	4
Cc1ccc(CNCc2ccccc2Cl)cc1	6
COc1ccc(C(=O)c2coc3ccc(O)c(CN4CCOCC4)c23)cc1	0
Cc1ccc(C2=NN(C(=S)Nc3ccccc3)C(c3ccco3)C2)cc1 (configuration not stated)	9
O=c1c2ccccc2ncn1CCCSc1ccccc1	-44
COc1ccc(C(=O)Oc2cc(/C=N/NS(=O)(=O)c3ccc(C)cc3)ccc2OC)cc1	-5
COc1ccc(-c2nc3ccccc3c(=O)n2N)cc1	-5
COc1cccc(OC)c1OCCCN1CCOCC1	-13
CC(=O)Nc1cc(S(=O)(=O)Nc2ccccc2C)c(C)cc1C	10

(further entries)
canonical_smiles	sEH activator
Cc1ccc(NC(=O)C2(c3ccccc3)CC2(Cl)Cl)cc1C (configuration not stated)	2
O=c1c2cnn(-c3ccccc3)c2nc(-c2cccs2)n1-c1ccc(Cl)cc1	21
Cc1ccc(C(C)C)c(OCCNC(=O)c2cncc(Br)c2)c1	-67
O=C(CNc1ccccc1)N/N=C/c1ccc([N+](=O)[O-])o1	-7
CCN1CCN(c2nn3c(=O)c4ccccc4nc3c3ccccc23)CC1	37
Cc1cc(Nc2ccccc2Cl)n2nnnc2n1	12
CCOc1ccc(S(=O)(=O)Nc2nc3ccc(OC)cc3s2)cc1	18
CCOC(=O)N1CCN(C(=O)CSCc2ccc(Cl)cc2)CC1	4
O=C(O)CCNS(=O)(=O)c1ccc(Oc2ccccc2Cl)cc1	-4
COc1ccc(C(=O)c2sc3nc(-c4ccccc4)ccc3c2N)cc1OC	11
CNc1nc(C)cc(C)c1S(=O)(=O)c1ccc(C)cc1	-8
O=C(Cc1ccc(Nc2nc3ccc(Br)cc3[nH]2)cc1)NCCc1cccs1	-29
Cc1ccc(NC(=S)NC2CCCC2)cc1	-29
CCOc1ccccc1OCCOc1ccccc1CC	13
COc1ccc(-c2cc3ccccc3n2CC(O)CNCCO)cc1 (configuration not stated)	-9
COc1ccccc1Nc1nnc(SCC(=O)Nc2cc(C)on2)s1	-4
Cc1ccc(-c2cc(C(=O)N/N=C/c3c(C)nn(C)c3C)c3ccccc3n2)c(C)c1	15
C=CCn1ncc(OC)c(Cl)c1=O	2
COc1ccc(NCC(=O)Nc2ccccc2C#N)cc1Cl	14
CCCc1c(O)c2ccccc2n(-c2ccccc2)c1=O	-10

The results go on:
canonical_smiles	sEH activator
Cc1cccc(C)c1OCc1nnc(SCC(=O)NCCc2ccccc2)o1	-20
CCC(C)(C)NC(=O)CN(C(=O)c1snc(C(N)=O)c1N)c1ccc(OC)c(OC)c1	5
CCc1ccc2nc(Nc3nc(COC)cc(=O)[nH]3)nc(C)c2c1	4
Cc1cccc(C)c1NC(=O)c1ccc(-n2cncn2)nc1	-18
COc1ccc(C2=C(C#N)C(=O)OC2)cc1	10
COc1cc(/C=N/NC(=O)c2cc(-c3cccn3C)n[nH]2)cc(OC)c1OC	14
O=C(NNC(=O)c1cccs1)Nc1cccc(Cl)c1	1
Cc1nn(S(=O)(=O)c2ccc([N+](=O)[O-])cc2)c(C)c1Sc1ccccc1	2
COc1cc(C(=O)NCc2ccco2)c(Br)c(OC)c1OC	4
O=C(/C=C/c1ccccc1)c1ccccn1	-11
CCCCCNC(=O)CSC1=N/C(=C\c2ccc(Cl)c(Cl)c2)C(=O)N1CC	14
Cc1cc(C)nc(/N=C(/NC(=O)Nc2cccc(Cl)c2)Nc2ccccc2)n1	-2
CCN(CC)S(=O)(=O)c1ccc(N2CCOCC2)c(C(=O)O)c1	18
O=C(CN1CCCCC1)Nc1ccc(NC(=O)c2ccc(Cl)cc2)cc1Cl	-12
Cc1ccccc1N1CCN(C(=O)c2ccccc2NC(=O)C2CC=CCC2C(=O)O)CC1 (configuration not stated)	6
O=C(NNC(=O)C1CCCO1)c1ccccc1Cl (configuration not stated)	1
COc1ccc(C(=O)NC(=S)Nc2cccc(Cl)c2N2CCOCC2)cc1[N+](=O)[O-]	8
CC(C)c1ccc(NC(=O)CCN2C(=O)c3ccc([N+](=O)[O-])cc3C2=O)cc1	-29
CN1CCc2nc(SCc3ccc(Cl)cc3)c(C#N)c(-c3cccs3)c2C1	5
Cc1nnc(NC(=O)NC(C)N2C(=O)C3C4C=CC(C4)C3C2=O)s1 (configuration not stated)	2

Carrying on:
mol | sEH activator
Cc1ccccc1NC(=O)C1CC(=O)N(c2ccc3c4c(cccc24)CC3)C1 (configuration not stated) | -5
NC(=O)Cn1c2[n+](c3ccccc31)CC(O)CS2 (configuration not stated) | 19
CCCC(C)NC(=O)/C=C/c1cccc([N+](=O)[O-])c1 (configuration not stated) | 8
CC(=O)NC(NC(C)=O)c1ccc(Br)cc1 | -21
COc1ccc(NC(=O)CCC(=O)c2ccc(-c3ccccc3)cc2)cc1 | -10
CCOC(=O)c1sc(NC(=O)CCN2C(=O)c3cccc([N+](=O)[O-])c3C2=O)c(C(=O)OCC)c1C | -2
NC(=O)C1CCN(CC(=O)c2c[nH]c3ccc(F)cc23)CC1 | 5
Cc1nc(SCC(=O)Nc2ccc(F)cc2)c(C#N)c(C)c1CC(=O)c1ccc(Br)cc1 | 4

Sorted by molecular weight (low to high): some entries from above
mol | sEH activator
CCCC(C)NC(=O)/C=C/c1cccc([N+](=O)[O-])c1 (configuration not stated) | 8
CC(=O)NC(NC(C)=O)c1ccc(Br)cc1 | -21
COc1ccc(NC(=O)CCC(=O)c2ccc(-c3ccccc3)cc2)cc1 | -10

(next part)
mol | sEH activator
Cn1c(=O)n(C)c2cc(/C=C3/NC(=O)N(Cc4ccccc4)C3=O)ccc21 | -6
COCCNC(=O)CSc1nc(-c2ccccc2)c(-c2ccccc2)o1 | -3
COC(=O)c1ccc(/C=N\N2CCN(Cc3ccc(C)cc3)CC2)cc1 | -2
Cc1ccc(OCC(=O)NN2C(=O)c3ccccc3C2=O)c(C)c1 | -4
Cc1ccc(SCC(=O)N2c3ccccc3Sc3ccccc32)cc1 | 16
CCN(CC)CCCNC(=O)c1nn(-c2cccc(OC)c2)c(=O)c2ccccc12 | 7
CCn1c(-c2cccnc2Cl)nc2cc(Cl)c(Cl)cc21 | -6
COc1cccc(-c2noc(Cn3nc(C)c([N+](=O)[O-])c3C)n2)c1 | -7

Remaining list, next part
mol | sEH activator
COc1ccc(S(=O)(=O)N2CCC(=O)N2)cc1 | -4
Cc1ccc2occ(/C=C/C(=O)O)c(=O)c2c1 | 12
COc1ccc(S(=O)(=O)N2CCCCCC2)cc1N(C)S(=O)(=O)c1ccc(Cl)cc1 | 10
Cc1ccc2nc(-c3ccc(NC(=O)Cc4cccs4)cc3)[nH]c2c1 | 7
COc1ccc(-c2cc(C3CCN(c4ccc(C(C)=O)cc4[N+](=O)[O-])CC3)[nH]n2)cc1 | 7
Fc1cccc(CN2CCN3CCCC3C2C2CCCCC2)c1 (configuration not stated) | 3
CCOC(=O)C1=C(C)Nc2sc(C(=O)c3ccc(Br)cc3)c(N)c2C1c1ccc(C(=O)OC)cc1 (configuration not stated) | -4
Cc1ccc(OCCOCCNC(C)C)c(Br)c1 | -12

Remaining list, next part
mol | sEH activator
CCc1cccc(C)c1NC(=O)c1cccc(N(C)C)c1 | -2
CCCCn1cnc2c(cnn2-c2ccc(F)cc2)c1=O | -8
Cc1ccc(S(=O)(=O)C(CCC(=O)c2ccc(Cl)cc2)C(N)=O)cc1 (configuration not stated) | 4
Cc1cccc(Oc2sc(C(=O)c3ccccc3)c(N)c2C#N)c1C | -7
Cc1ccc(-c2nc(C)sc2CC(=O)O)cc1 | 2
C#CCn1c(S(=O)(=O)Cc2ccc(C)cc2)nc(-c2ccccc2)c1-c1ccccc1 | -6
CCCN1CCN(C(=O)c2cc3c(s2)-c2ccccc2S(=O)(=O)C3)CC1 | -2
CCC(=O)NC(NC(=O)CC)C(Cl)Cl | -11

Further compounds
mol | sEH activator
O=C(CCC(=O)OCC(=O)c1ccc(Cl)cc1Cl)Nc1cccc2cccnc12 | -9
Cc1ccc(NC(=S)N/N=C2/CCCc3c(C)cc(C)cc32)cc1 | 10
C(=N\Nc1nc2ccccc2s1)/c1cccs1 | -5
BrC(=C\c1ccccc1)/C=N/N1CCN(Cc2ccccc2)CC1 | 5
CCOC(=O)n1c(=O)n(Cc2c(Cl)cccc2Cl)c2ccccc21 | 2
O=S(=O)(NCCOc1ccccc1Cl)c1ccc2oc3ccccc3c2c1 | 8
CN1C(=O)C(O)(CC(=O)c2cccnc2)c2ccccc21 (configuration not stated) | 8
CCCCn1c(C(C)NC(=O)COC)nc2ccccc21 (configuration not stated) | -17

Continuation.
mol | sEH activator
COc1ccc(C(=O)Nc2cc3c(cc2OC)CCCC3)cc1Br | 12
CCOc1cc(CNc2ccccc2)cc(Br)c1OCC(=O)NC(C)(C)C | -2
COC(=O)c1c(NC(=O)CC2Nc3ccccc3NC2=O)sc(C)c1C (configuration not stated) | 4
Cc1nc2nc(-c3ccc(Cl)cc3)[nH]n2c(=O)c1C | -5
O=C(O)c1cnc(-c2ccccc2)nc1Sc1ccccc1Cl | 14
CC[n+]1c(/C=C2\C=C(C)CC(C)(C)C2)sc2ccccc21 | -2
CCC(=O)NC(=S)Nc1ccc(-c2nc3ccccc3s2)cc1 | 6
CN1CCN(C2CCCCCC2)CC1 | 5

More results:
mol | sEH activator
COc1ccc2c(c1)[nH]c1c(N3CCN(Cc4ccc5c(c4)OCO5)CC3)ncnc12 | -1
O=C(O)CC/C(=N\Nc1ccc(S(=O)(=O)N2CCCC2)cc1[N+](=O)[O-])c1cccs1 | 6
COC(=O)c1ccc(C(=O)OC)c(NC(=O)CSCc2ccccc2Br)c1 | -8
COC(=O)Nc1ccc(NC(C)=O)cc1 | 2
COc1ccc(NC(=S)Nc2ncccc2C)c(OC)c1 | -4
c1ccc(-c2nnc(SCCC3OCCCO3)o2)cc1 | 15
CCCCCCNC(=O)c1c(N)n(/N=C/c2ccco2)c2nc3ccccc3nc12 | 1
CCCn1nc2cc(C(=O)NCCCCc3ccccc3)ccc2c1OCC | 2

Quoted at random: 6 compounds from above.
mol | sEH activator
O=C(O)CCNS(=O)(=O)c1ccc(Oc2ccccc2Cl)cc1 | -4
CCOC(=O)n1c(=O)n(Cc2c(Cl)cccc2Cl)c2ccccc21 | 2
Fc1cccc(CN2CCN3CCCC3C2C2CCCCC2)c1 (configuration not stated) | 3
NC(=O)C1CCN(CC(=O)c2c[nH]c3ccc(F)cc23)CC1 | 5
CN1C(=O)C(O)(CC(=O)c2cccnc2)c2ccccc21 (configuration not stated) | 8
CC(C)c1ccc(NC(=O)CCN2C(=O)c3ccc([N+](=O)[O-])cc3C2=O)cc1 | -29

(listing goes on)
mol | sEH activator
O=[N+]([O-])c1ccc(C(=S)N2CCN(Cc3ccccc3)CC2)cc1 | 6
O=C(NCCc1cccs1)C1CC(c2ccc([N+](=O)[O-])cc2)=NO1 (configuration not stated) | -14
CCc1ccc2c(c1)C(c1cccs1)=NNC(c1cccnc1)=N2 | -2
COc1ccc(/C=N/OCC(=O)N2CC3(C)CC2CC(C)(C)C3)cc1OC (configuration not stated) | -6
O=C(CSc1ccccc1)Nc1cccc(NC(=O)c2ccco2)c1 | 7
CSc1ccccc1-c1nnc(-c2ccc(Cl)c(Cl)c2)o1 | -18
O=C(N/N=C/c1ccc(Cl)cc1Cl)c1cccc(F)c1 | -37
O=C(Cc1ccccc1)N/N=C/c1ccc(OCC(=O)Nc2ccccc2)cc1 | -38

Next section, overlapping the part above by two compounds.
mol | sEH activator
O=C(N/N=C/c1ccc(Cl)cc1Cl)c1cccc(F)c1 | -37
O=C(Cc1ccccc1)N/N=C/c1ccc(OCC(=O)Nc2ccccc2)cc1 | -38
CC(=O)Nc1cc(C(F)(F)F)ccc1Oc1cccc(Br)c1 | 3
COc1ccc(NC(=O)NCCN2CCc3ccccc3C2)cc1 | -16
Cc1ccc(CSc2nnnn2C)cc1 | -3
O=C(NCCN1CCOCC1)c1ccc([N+](=O)[O-])cc1[N+](=O)[O-] | 20
COc1ccc(/C=C/C(=O)c2ccc(Cl)cc2)c(OC)c1 | -4
CCN(CC)CCOC(=O)c1cccc(OC)c1 | 8
Cc1ccc(/C=C/C(=O)O)cc1S(=O)(=O)NCCCO | 11
COc1ccc(C2=C(C=Nc3c(C)n(C)n(-c4ccccc4)c3=O)C(c3ccccc3C)c3ccccc3O2)cc1OC (configuration not stated) | 8

Next section:
mol | sEH activator
COC(=O)c1sc2ccccc2c1-n1cccc1C(=O)C(=O)Nc1ccc(Cl)cc1 | 7
S=C(Nc1ccc(Cl)cc1)c1nc2ccccc2s1 | -2
Cc1ccnc(SCC(=O)n2c3c(c4ccccc42)CC(C)CC3)n1 (configuration not stated) | 14
Nc1c(C(=O)Nc2ccccc2F)sc2nc(-c3ccco3)ccc12 | -8
O=C(/C=C/N1CCOCC1)c1coc2ccccc12 | 2
Cc1ccccc1OCCOc1cccc(/C=N/NC(=O)Cc2nnc(N)s2)c1 | -17
Cc1ccc(-c2nc3ccccc3s2)cc1NC(=S)NC(=O)c1ccccc1 | -7
Cc1cccc(NC(=O)CN2NS(=O)(=O)c3ccccc3C2=O)c1 | 9

Next part
mol | sEH activator
O=[n+]1c2c(n([O-])c3cc(Cl)ccc31)CCCC2 | 11
CCOC(=O)c1cnc(Nc2nc3ccccc3o2)nc1CSc1nnc(C)s1 | 0
Cc1nc(-c2cccc(NC(=O)c3cc4cc(Br)ccc4oc3=O)c2)cs1 | -6
Cc1sc(=NC(=O)c2ccco2)n(C)c1-c1ccc(F)cc1 | -1
CONC(=O)C1CCN(C(=O)OCc2ccccc2)CC1 | -26

Assay outcomes: PubChem BioAssay, Columbia University Molecular Screening Center
